Screening data from PubChem.
Sm TGR inh = S. mansoni TGR enzyme inhibition | AID 485364 | hit rate 3% among 360,000 | Q962Y6 | purified TGR, DTNB reduction, TNB absorbance 405 nm | Potency, µM (highest dose often 114 µM), for the others: at the highest dose activity change, negative = inhibition, most hits filed as inhibitors; note: potency is the fitted concentration of half-maximal effect; nearly all actives have a fitted effect of over 60% in size
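TGR 20 nM + NADPH 100 uM (dispensed conc.), cpd preinc 15 min RT; start with NADPH (500 uM addition) then DTNB (15 mM addition). Kinetic TNB absorbance, 405 nm filter. Four-parameter Hill fit across titration.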
AmpC detergent = blocks E. coli AmpC beta-lactamase in detergent assay; Potency, µM (doses to about 114 µM), for inactives: at the highest dose activity change, negative = inhibition, hits mostly inhibitors; AmpC hydrolysis of nitrocefin, absorbance 480 nm, 0.01% Triton; hit rate 0.041% among 370,000; AID 485294;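 note: potency is the fitted concentration of half-maximal effect; 0% = no-compound wells and -100% = no-enzyme wells; nearly all actives have a fitted effect of over 25% in size; some results filed as inactive show a strong effect at the top dose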
Target sequence (P00811 whole entry, looked up): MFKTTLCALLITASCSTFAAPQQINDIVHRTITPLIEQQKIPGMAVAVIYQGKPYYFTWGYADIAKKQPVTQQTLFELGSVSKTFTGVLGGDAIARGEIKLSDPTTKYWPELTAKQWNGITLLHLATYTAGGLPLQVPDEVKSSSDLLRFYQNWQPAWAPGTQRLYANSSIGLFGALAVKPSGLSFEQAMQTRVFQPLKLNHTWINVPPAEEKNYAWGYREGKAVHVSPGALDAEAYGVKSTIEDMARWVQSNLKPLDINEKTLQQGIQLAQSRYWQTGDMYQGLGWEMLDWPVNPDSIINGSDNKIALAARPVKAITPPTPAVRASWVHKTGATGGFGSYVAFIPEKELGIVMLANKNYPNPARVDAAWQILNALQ
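20 mM phosphate pH 7.0 + 0.01% (detergent screen) or 0.0001% Triton X-100; 5.3 nM AmpC reagent; cpd preinc 15 min RT; nitrocefin (800 uM stock) to start; A480 q20 s × 4 min; Activity was normalised to no-enzyme and no-compound control wells.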
AmpC no deterg = AmpC beta-lactamase inhibition without detergent; P00811; AmpC nitrocefin hydrolysis, absorbance 480 nm, 0.0001% Triton; Potency, µM (doses to about 57.1 µM), for the others: top-dose activity change, negative = inhibition, most hits filed as inhibitors; hit rate 0.52% among 330,000; AID 485341;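 note: potency is the fitted concentration of half-maximal effect; plate controls were no compound for no effect and no enzyme for full effect; nearly all actives have a fitted effect of over 20% in size; some results filed as inactive show a strong effect at the top dose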
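20 mM phosphate pH 7.0 + 0.01% (detergent screen) or 0.0001% Triton X-100; 5.3 nM AmpC reagent; cpd preinc 15 min RT; nitrocefin (800 uM stock) to start; A480 q20 s × 4 min; Activity was normalised to no-enzyme and no-compound control wells.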
HCMV antiviral = inhibitors of human cytomegalovirus; HFF cells, HCMV-luciferase reporter, 72 h; stronger effect = lower value; activity change, negative = inhibition, % at 57.5 µM; hit rate 4.5% among 410,000; in the data active = activity change below about -60%; inconclusive = no clear call, values can overlap the other calls; inactive = above about -39%
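Inhibition of viral replication was scored as loss of reporter luminescence in HFFs infected with HCMV-luciferase (MOI 1 PFU/cell) for 72 h; compounds tested at 2 doses, normalized to buffer and Salinomycin controls.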
AMA1 RON2 block = inhibitors of Plasmodium falciparum AMA1-RON2 interaction | AlphaScreen AMA1-biotinylated RON2 peptide binding | Potency, µM (series often up to 58.2 µM), for the others: at the top dose activity change, negative = inhibition, usual class: inhibitors | hit rate 0.2% among 360,000;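 note: potency is the fitted concentration of half-maximal effect; 0% = vehicle wells and -100% = peptide control; nearly all actives have a fitted effect of over 45% in size; some results filed as inactive show a strong effect at the top dose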
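AMA1 (3D7) with his tag at 25 nM final met compounds first, then biotinylated RON2 peptide at 25 nM; detection used donor plus acceptor beads, 10 µg/mL apiece, read by AlphaScreen after 30 min at room temperature.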
FBPA Giardia inh = inhibitors of Giardia lamblia fructose-1,6-bisphosphate aldolase; A8B2U2; purified Giardia FBPA; Potency, µM (highest dose often 59.6 µM), without a hit: top-dose activity, negative = inhibition, usual class: inhibitors; hit rate 0.71% among 290,000; AID 2451; note: potency is the fitted concentration of half-maximal effect; nearly all actives have a fitted effect of over 55% in size
Target sequence (A8B2U2 whole entry, looked up): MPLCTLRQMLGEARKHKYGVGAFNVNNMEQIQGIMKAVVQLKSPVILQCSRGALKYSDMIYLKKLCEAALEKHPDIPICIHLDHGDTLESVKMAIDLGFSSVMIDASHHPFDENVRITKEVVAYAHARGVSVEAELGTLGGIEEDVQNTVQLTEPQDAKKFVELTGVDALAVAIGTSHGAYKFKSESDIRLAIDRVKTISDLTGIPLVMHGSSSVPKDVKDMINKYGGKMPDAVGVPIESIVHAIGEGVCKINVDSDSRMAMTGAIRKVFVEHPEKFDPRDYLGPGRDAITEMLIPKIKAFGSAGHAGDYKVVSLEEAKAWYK
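Giardia FBPA (40 nM reagent) was preincubated 10 min at RT with compound (up to 57.5 uM final), then substrate plus GAPDH/TPI/NAD/arsenate coupling system with diaphorase/resazurin was added; resorufin fluorescence (525/598 nm) was read after 20 min.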
Active calls of the source: *; ? = inconclusive; · = no result given; [ ] = dose if it differs, or a comment. Unless noted, calls come from the whole dose curve; as a rule, active = well fitted curve in the direction sought with a large enough effect; inconclusive = small, poorly fitted or top-dose-only effect, or another doubt; inactive = no such curve, though single readings can be large; an effect the other way counts as inactive or inconclusive. Unless noted, % is set by controls: 0 for no effect and ±100 for the full control effect.

no.	mol	FBPA Giardia inh	Sm TGR inh	AmpC detergent
1	O=C(CC1NCCNC1=O)Nc1ccc([N+](=O)[O-])cc1 (stereo unspecified)	0%	6%	?
2	OC1CCN(Cc2cn(Cc3ccccc3)nc2-c2cc3ccccc3o2)CC1	4%	4%	7%
3	CN1C(=O)C(C2(C#N)CCCCC2)C(=O)N(C)C1=O	8%	1%	-4%
4	O=S(=O)(c1ccc2c(c1)CCCN2)N1CCCC1	·	-11%	0%
5	O=C(C1CC1)N1CCN=C1SCc1cccc(F)c1	0%	-2%	?
6	N#Cc1ccsc1NC(=O)CN1CCN(c2ccccc2)CC1	0%	-4%	-15%
7	COc1ccc(CNC(=O)C2CCCN(S(=O)(=O)c3ccc4c(ccn4C)c3)C2)c(OC)c1 (stereo unspecified)	·	5%	-1%
8	O=C(CN1CCN(S(=O)(=O)c2ccc(Cl)cc2)CC1)N1CCCC1	·	-13%	?

no.	AMA1 RON2 block	AmpC no deterg	HCMV antiviral
1	0%	1%	-5
2	-8%	76%[activator]	-16
3	-2%	-7%	29
4	-7%	-15%	0
5	2%	-11%	?
6	-19%	-29%	21
7	·	·	-33
8	5%	0%	-15

Compound profiles (already shown). Order of values: FBPA Giardia inh	Sm TGR inh	AmpC detergent	AMA1 RON2 block	AmpC no deterg	HCMV antiviral
O=C(CC1NCCNC1=O)Nc1ccc([N+](=O)[O-])cc1 (stereo unspecified) reads 0%	6%	?	0%	1%	-5
O=S(=O)(c1ccc2c(c1)CCCN2)N1CCCC1 reads ·	-11%	0%	-7%	-15%	0
O=C(CN1CCN(S(=O)(=O)c2ccc(Cl)cc2)CC1)N1CCCC1 reads ·	-13%	?	5%	0%	-15
OC1CCN(Cc2cn(Cc3ccccc3)nc2-c2cc3ccccc3o2)CC1 reads 4%	4%	7%	-8%	76%[activator]	-16
CN1C(=O)C(C2(C#N)CCCCC2)C(=O)N(C)C1=O reads 8%	1%	-4%	-2%	-7%	29

Carrying on:
no.	mol	FBPA Giardia inh	Sm TGR inh	AmpC detergent
9	CSCCC(NS(=O)(=O)c1ccc(Cl)cc1)C(=O)OCc1c(Cl)cccc1Cl (stereo unspecified)	-3%	0%	-9%
10	O=C(CC1C(=O)NCCN1Cc1ccc(Cl)c(F)c1)NC1CCC1 (stereo unspecified)	·	40µM*	0%
11	O=[N+]([O-])c1ccc(CN2CCN(c3ccccc3Cl)CC2)o1	?	0%	?
12	C#CCOCCOCCOCCNc1nc(N2CCN(C(=O)CCCCCCCCCCNC(=O)[C@H](CCCCN)n3cc(C)nn3)CC2)nc(N2CCN(C(=O)CCCCCCCCCCNC(=O)[C@H](CO)n3cc(CCCSC)nn3)CC2)n1	·	-13%	2%
13	COc1ccc(OC)c(NC(=O)c2nnn(Cc3ccc(Br)cc3F)c2N)c1	-10%	-2%	?
14	COc1ccc(-c2noc(CCC(=O)NC3CCN(Cc4ccccc4)CC3)n2)cc1	6%	0%	-14%
15	CCOC(=O)N1CCN(C(=O)c2oc3ccc(S(=O)(=O)N4CCOCC4)cc3c2C)CC1	-6%	0%	7%
16	Cc1cc(C(=O)Nc2c(C)nn(Cc3ccc(F)cc3)c2C)on1	2%	3%	5%

no.	AMA1 RON2 block	AmpC no deterg	HCMV antiviral
9	-24%	-19%	-6
10	13%	6%	-11
11	?	-2%	-20
12	?	311%[activator]	·
13	9%	0.79µM*	13
14	0%	47%	-18
15	6%	124%[activator]	-22
16	-3%	0%	37

Next part.
no.	mol	FBPA Giardia inh	Sm TGR inh	AmpC detergent
17	Cc1ccc(N(C(=O)Cn2nnc(-c3ccccc3)n2)C(C(=O)NC2CCCCC2)c2ccccn2)cc1C (stereo unspecified)	6%	-2%	-11%
18	Cc1cc(C)n2nc(SCc3cccc(F)c3)nc2n1	-4%	-1%	-3%
19	CC(=O)Nc1ccc2c(c1)ncn2-c1ccccc1	1%	1%	-5%
20	COC(=O)c1sccc1NC(=O)Nc1ccc(F)cc1	·	-1%	2%
21	Cc1cc(-n2c(C)cc(C(=O)CSc3ccccn3)c2C)no1	·	·	·
22	O=C(c1ccccc1)c1coc2ccc(O)c(CN3CCOCC3)c12	2%	1%	-7%
23	COc1ccc(/C=N/NC(=O)c2nnn(-c3nonc3N)c2-c2cccc(OC)c2)cc1	11%	-4%	?
24	COc1cc(OC)cc(C(=O)NCC(=O)OCC(=O)Nc2ncc(Cl)cc2Cl)c1	?	0%	-3%

no.	AMA1 RON2 block	AmpC no deterg	HCMV antiviral
17	0%	-7%	?
18	5%	18%	-3
19	-19%	-7%	17
20	-10%	-34%	72
21	3%	-24%	63
22	0%	-5%	-20
23	-8%	-31%	-33
24	2%	-28%	-19

Laid out differently: entries from further up
entry	SMILES	FBPA Giardia inh	Sm TGR inh	AmpC detergent	AMA1 RON2 block	AmpC no deterg	HCMV antiviral
21	Cc1cc(-n2c(C)cc(C(=O)CSc3ccccn3)c2C)no1	·	·	·	3%	-24%	63
22	O=C(c1ccccc1)c1coc2ccc(O)c(CN3CCOCC3)c12	2%	1%	-7%	0%	-5%	-20

(further entries)
no.	mol	FBPA Giardia inh	Sm TGR inh	AmpC detergent
25	COc1cccc(OC)c1C(=O)Nc1ccc2c(c1)Cc1ccccc1-2	-4%	-5%	-1%
26	C=CCn1c(COc2ccc(OC)cc2)nc2ccccc21	7%	-22%	-6%
27	COc1ccc(CCN2C(=O)C3C4CCC(C4=C(C)C)C3C2=O)cc1OC (stereo unspecified)	0%	-16%	?
28	CN(O)/C=c1/ccc2c(n1)C(=O)C=CC=2	12%	1%	-6%
29	CCn1c(-c2cccc(Cl)c2)n[nH]c1=S	1%	-3%	0%
30	O=C(Nc1ccccc1)C1CCN(S(=O)(=O)c2ccc3[nH]c4c(c3c2)CCCCC4)CC1	·	-3%	4%
31	Cc1cc(Cl)ccc1OCC(=O)NCCOC(=O)Nc1sc(=S)n(C)c1C	5%	-32%	?
32	Cc1cc([N+](=O)[O-])nn1CC(=O)c1ccccc1	3%	21%	-5%

no.	AMA1 RON2 block	AmpC no deterg	HCMV antiviral
25	-19%	27%	21
26	11%	-3%	20
27	-9%[2.32 µM]	4%	?
28	?	-45%	36
29	95%[activator]	-11%	-40
30	·	·	0
31	-5%	-9%	?
32	-6%	-14%	-14

Further records
no.	mol	FBPA Giardia inh	Sm TGR inh	AmpC detergent
33	CC1(C)CC(=O)c2c(n(S(=O)(=O)c3ccccc3)c3ccc(NS(=O)(=O)c4ccccc4)cc23)C1	0%	-10%	-4%
34	CCOc1ccc(N=Cc2c(O)n(Cc3ccccc3)c(=S)[nH]c2=O)cc1	2%	2%	-6%
35	CCOC(=O)CNc1ncnc2c1nnn2C	·	10%	1%
36	CCN(CC(=O)NC(C)(C)C)C(=O)c1ccc2c(c1)S(=O)(=O)c1ccccc1C2=O	0%	-2%	4%
37	COc1cccc2c(=O)c(C(=O)O)c[nH]c12	-1%	-10%	-1%
38	Cc1ccccc1C(=O)NNC(=O)c1cccc([N+](=O)[O-])c1	-2%	0%	-13%
39	O=C(CCCNC(=O)c1ccc(Cl)cc1)NCc1ccc(F)cc1	6%	10%	5%
40	CCOc1c(Br)cc(C2C=C(C(=O)O)Nc3ncnn32)cc1OC (stereo unspecified)	·	7%	9%

no.	AMA1 RON2 block	AmpC no deterg	HCMV antiviral
33	?	-37%	-27
34	4%	-22%	12
35	·	·	-25
36	1%	-8%	38
37	8%	-2%	33
38	-7%	-29%	9
39	-1%	-1%	6
40	·	·	?

(further entries)
no.	mol	FBPA Giardia inh	Sm TGR inh	AmpC detergent
41	CC1CCN(S(=O)(=O)c2ccc(C(=O)Nc3ccccc3-c3nc4ccccc4[nH]3)cc2)CC1	0%	-12%	5%
42	Cc1ccc2cc(S(=O)(=O)NCCC(=O)O)ccc2c1	22%	-2%	6%
43	CCOc1ccccc1N1CCN(CC(=O)NC(=O)NCc2ccco2)CC1	3%	-17%	?
44	CC(C)CN(C(=O)c1ccc2c(c1)OCCO2)c1c(N)n(Cc2ccccc2)c(=O)[nH]c1=O	·	9%	0%
45	COCCNC(=O)CN(c1ccc(OC)c(OC)c1)S(=O)(=O)c1ccc(C)cc1	7%	-3%	1%
46	O=C(CCc1nnc(-c2ccc3c(c2)OCO3)o1)NC(c1cccnc1)C(F)(F)F (stereo unspecified)	0%	-30%	-9%
47	O=c1cc(-c2ccccc2Cl)oc2ccc([N+](=O)[O-])c(O)c12	19%[89.2 µM]	-6%	-3%
48	CN(C)c1ccc(C(CNC(=O)c2ccc(C#N)cc2)c2c[nH]c3ccccc23)cc1 (stereo unspecified)	-10%	-11%	-1%

no.	AMA1 RON2 block	AmpC no deterg	HCMV antiviral
41	-3%	?	1
42	10%	-17%	1
43	-17%	1%[11.4 µM]	35
44	-6%	-25%	-16
45	2%	18%	45
46	-12%	68%[activator]	-30
47	51%[activator]	-20%	14
48	14µM*	-27%	-14

Next section
no.	mol	FBPA Giardia inh	Sm TGR inh	AmpC detergent
49	O=C(N/N=C/C1C(c2ccccc2)C1(Cl)Cl)c1cccc(Br)c1 (stereo unspecified)	1%	-22%	2%
50	CCCc1cc(=O)oc2c(C)c(OCC(=O)c3ccc(N4CCCC4)cc3)ccc12	12%	-7%	?
51	CCOC(=O)c1c(C)[nH]c(C)c1C(=O)COC(=O)c1ccc(OC)c(OC)c1	2%	3%	?
52	Cn1c(=O)cc(OCC(=O)N2CCN(c3cccc(C(F)(F)F)c3)CC2)c2ccccc21	2%	-19%	-6%
53	Cc1c(OC(C(=O)O)c2ccccc2)ccc2c3c(c(=O)oc12)CCC3 (stereo unspecified)	-5%	-18%	-4%
54	COc1ccccc1CNC(=O)c1csc2c1CCCC2	-14%	-9%	2%
55	COc1ccc(C(=O)C2CCCN(C(=O)c3cccs3)C2)cc1F (stereo unspecified)	0%	4%	-3%
56	Cc1ccsc1C1Nc2ccccc2-c2nc3ccccc3n21 (stereo unspecified)	-22%	-8%	-7%

no.	AMA1 RON2 block	AmpC no deterg	HCMV antiviral
49	-2%	-32%	-10
50	8%	-24%	-7
51	4%	-8%[11.4 µM]	-32
52	0%	1%	-11
53	0%	-19%	-15
54	-2%	-19%	24
55	-6%	-15%	-5
56	4%	-28%	30
